# STAT1 blocker: STAT1 signaling inhibitors, primary screen, cell-based, HTS, luciferase reporter; NIH 3T3 STAT1-luciferase reporter, IFN-gamma, luminescence; inhibition, % at 5.5 µM; AID 920, 2007; 200,000 tested, 0.35% active;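 active means inhibition above a set limit, the mean inhibition across all tested compounds plus 3 SD, cut at about 34% in these data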;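 further: 0% = IFN-gamma with DMSO and 100% = IFN-gamma with 300 µM nifuroxazide; values of inactives mirror those of a sister screen read the other way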
# RAM network inh: inhibitors of the yeast RAM network, primary screen, dse1pr::URA3 reporter, 5-FOA selection; S. cerevisiae dse1pr::URA3 reporter, 5-FOA growth OD615, 2 d; analog-sensitive cbk1-as2 kinase mutant strain; inhibition, % at 50 µM; 190,000 tested, 1.8% active;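 active means inhibition above a set limit, 3 SD over mean compound inhibition, cut at about 8.4% in these data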;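 further: 0% = DMSO-only wells with no growth and 100% = 10 µM 1-NA-PP1 full growth; inhibition rescues growth on 5-FOA so higher OD means more RAM inhibition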
# STAT3 activator: IL-6 driven STAT3 reporter potentiators, primary screen, U3A cells, luciferase, luminescence, MLSCN library | IL-6 STAT3-luciferase reporter; 100% = signal with IL-6 EC80 alone | activation (% of control), % at 5.6 µM | 190,000 tested, 0.91% active;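 active means activation above the screen-wide mean of compound activation plus 3 SD, cut at about 130% in these data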;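 further: 0% = background luminescence of wells with medium and substrate only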
#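 Test system: STAT3-luciferase reporter U3A cells; Detection: reporter luminescence signal; Times: 1 h compound pre-exposure, 6 h IL-6 stimulation, 37 °C; Benchmarks: IL-6-only high control; Also added: IL-6 stimulus at 33 ng/mL final.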
# Hsp70 activator: Hsp70 transcriptional activators, primary screen, cell-based, HeLa, Hsp70 promoter luciferase, luminescence, 10 µM; 200,000 tested, 0.04% active; AID 1203, 2008; HeLa Hsp70 promoter luciferase reporter; scaled: vehicle 0, proteasome-inhibitor control 100%; activation, % at 10 µM;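 active means activation above the mean across all tested compounds plus 3 SD, cutoff set per campaign, cut at about 5.5% in these data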;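 further: 100% = MG132 at 30 µM as the positive control and 0% = DMSO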
# STAT3 blocker: IL-6 driven STAT3 reporter inhibitors, primary screen, U3A cells, luciferase, luminescence, MLSCN library | IL-6 STAT3-luciferase reporter; host cell line lacks STAT1 | 190,000 tested, 0.89% active | inhibition, % at 5.5 µM | AID 862, 2007;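 active means inhibition above the mean inhibition across all screened compounds plus 3 SD, cut at about 44% in these data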;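 further: 0% = DMSO only wells and 100% = 100 µM nifuroxazide control wells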
# APP 5'UTR act: activators of APP 5'UTR luciferase reporter, primary screen, SH-SY5Y cells. SH-SY5Y APP 5'UTR luciferase reporter, luminescence; zero percent = DMSO vehicle wells. activation, % at 2 µM. 190,000 tested, 1% active. AID 1276, 2008;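 active means activation above a set limit, based on mean plus 3 SD of controls, cut at about 140% in these data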; further: values of inactives mirror those of a sister screen read the other way
# FLuc inh counter: firefly luciferase enzyme inhibitors, primary screen, artefact control for luciferase-based inhibitor screens, biochemical, luminescence, ATPLite. Luciferin 4-monooxygenase (Photinus pyralis), P08659. 10 min. inhibition, % at 10 µM. 200,000 tested, 1.5% active. AID 1006, 2008;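 active means inhibition above about 50% when tested at 10 µM, limit read from the data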
# Target sequence (P08659 whole entry, looked up): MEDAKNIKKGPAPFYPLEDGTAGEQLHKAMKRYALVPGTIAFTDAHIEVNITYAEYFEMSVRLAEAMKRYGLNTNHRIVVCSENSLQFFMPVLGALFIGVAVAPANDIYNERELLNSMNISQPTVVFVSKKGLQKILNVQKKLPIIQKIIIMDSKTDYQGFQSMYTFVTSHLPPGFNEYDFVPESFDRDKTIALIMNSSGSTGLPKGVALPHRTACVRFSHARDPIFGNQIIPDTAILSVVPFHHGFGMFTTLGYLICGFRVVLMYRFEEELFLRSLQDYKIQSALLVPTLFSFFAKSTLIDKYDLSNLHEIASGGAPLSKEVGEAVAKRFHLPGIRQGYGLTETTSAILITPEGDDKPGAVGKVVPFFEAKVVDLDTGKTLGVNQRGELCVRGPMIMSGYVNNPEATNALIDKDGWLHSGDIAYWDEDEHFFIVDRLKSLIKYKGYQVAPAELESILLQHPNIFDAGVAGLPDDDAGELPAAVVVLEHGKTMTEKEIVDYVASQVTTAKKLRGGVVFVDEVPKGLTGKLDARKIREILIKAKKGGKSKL
# NF-kB neuron act: activators of NF-kB expression in neurons, primary screen, cell-based, HTS. human neuronal cells, NF-kB reporter expression; stronger effect = higher value. fold change at 12.5 µM. 190,000 tested, 1.6% active. AID 1239, 2008; in the data active means fold change above about 3.3
# APP 5UTR inh: inhibitors of APP translation via 5'UTR reporter, primary screen, APP 5'UTR luciferase, SH-SY5Y cells | inhibition, % at 2 µM | SH-SY5Y APP 5'UTR-luciferase reporter, luminescence | 190,000 tested, 0.82% active;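 active means inhibition above a set limit, derived from the sample mean plus 3 SD, cut at about 45% in these data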; further: values of inactives mirror those of a sister screen read the other way
# STAT1 activator: STAT1 signaling activators, primary screen, cell-based, HTS, luciferase reporter. activation (% of control), % at 5.5 µM. 200,000 tested, 2.6% active. NIH 3T3 STAT1-luciferase reporter, IFN-gamma, luminescence; 100% = IFN-gamma alone, no compound. AID 932, 2007;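 active means activation above the screen-wide mean activation plus 3 SD, cut at about 130% in these data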;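 further: raw ratio to IFN-gamma control signal so 100% means no change and 0% no light; values of inactives mirror those of a sister screen read the other way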
# * marks the source's active call; other numbers are inactive results; nt = no result given.
SMILES,STAT1 blocker,RAM network inh,STAT3 activator,Hsp70 activator,STAT3 blocker,APP 5'UTR act,FLuc inh counter,NF-kB neuron act,APP 5UTR inh,STAT1 activator
COc1ccc(-c2cc(C(=O)c3c(N)n(C)c(=O)n(C)c3=O)c3ccccc3n2)cc1OC,-13,1.6,103,0.2,-2,11,62*,1.2,-11,111
CCCCn1c(-c2ccco2)n[nH]c1=S,-1,3.5,100,-0.4,2,18,5,0.95,-18,100
COc1nc(Nc2cccc(C)c2)nc(N2CCCCC2)n1,-5,1.8,88,0.3,15,8,-6,1.4,-8,104
COC(=O)c1cnn2c1C(=O)N(Cc1cccs1)CC2,-4,1.1,102,0.2,4,1,-7,1.1,-1,102
CCOCCCNC(=O)c1ccc(NC(C)=O)cc1,-4,0.1,102,-0.1,1,-1,-2,1.2,1,104
O=C(C1CCN(c2nc3nonc3nc2N2CCCCC2)CC1)N1CCOCC1,-9,1.3,93,0.1,12,-2,-4,1.1,2,106
O=C(CCc1ccccc1)NCc1ccccc1,-1,1.2,94,0.0,9,-3,-6,1.1,3,100
CCn1c(SCC(=O)N/N=C/C=C/c2ccco2)nnc1-c1ccc(OC)cc1,-1,0.9,102,0.0,-4,20,16,1,-20,101
N#CCCN1CCn2c1nc1ccccc12,-2,-0.1,92,-0.4,12,18,-4,1.2,-18,102
CCCCC(=O)NC(=S)Nc1cccc(NC(=O)CC)c1,8,0.4,102,-0.4,-1,-5,2,1.2,5,93
CCOc1ccc(OCCOCCn2ccnc2)cc1,-1,1.1,100,-0.2,6,-19,-3,1.2,19,101
CC1CCN(CCc2nc3cc(NC(=O)Nc4ccccc4)ccc3n2C)CC1,-8,1.0,95,-0.2,11,21,11,1.9,-21,107
COc1ccccc1OCCCCNC(C)(C)C,0,0.4,105,0.1,-3,-8,-5,0.99,8,100
O=C(CC1SC(N2CCOCC2)=NC1=O)Nc1cc([N+](=O)[O-])ccc1Cl (configuration not stated),-3,0.8,93,-0.2,16,1,-7,1.1,-1,102
COC(=O)[C@@]1(Cc2ccc(F)cc2)[C@H]2c3cc(C(=O)N(C)C)n(Cc4ccccn4)c3C[C@H]2CN1C(=O)c1ccccc1,7,1.6,101,-0.2,-4,8,-3,0.98,-8,94
O=C(Nc1cc2c(oc1=O)CCCC2=O)c1ccc(Cl)cc1,-40,4.7,92,-0.3,16,18,-2,1.4,-18,136*
Oc1ccc(O)c(Cc2nc3ccccc3s2)c1,15,-0.1,89,0.8,18,12,-2,1.9,-12,87
CC1=CSC2=NC(=O)/C(=C\c3cccn3-c3ccc([N+](=O)[O-])cc3)C(=N)N12,2,0.7,96,-0.1,3,-7,-3,0.69,7,99
C=CCSc1nnc(-c2ccccc2N=Cc2c(C)[nH]n(-c3ccccc3)c2=O)c(=O)[nH]1,-7,0.1,110,-0.3,-14,7,6,1.5,-7,106
CCc1nnc(NC(=O)c2ccc(S(=O)(=O)N(CC)Cc3ccccc3)cc2)o1,-1,4.9,99,-0.3,12,-15,-3,0.75,15,101
CCc1ccc(Nc2cc(=O)n(C3CCCCC3)c(=O)[nH]2)cc1,-22,2.3,102,0.0,1,20,2,1.8,-20,120
CCC1(CC)NC(=O)N(CC(=O)OCn2nnc3ccccc3c2=O)C1=O,-6,0.9,102,-0.1,4,-12,-3,1.1,12,105
CCOc1ccc(Oc2c(/C=N/NC(=O)COc3ccccc3OC)c(C)nn2-c2ccccc2)cc1,-2,1.3,108,-0.4,-12,-3,-6,1.4,3,104
CCCN(CCC)S(=O)(=O)c1ccc(Cl)c(OC)c1,5,6.9,99,0.0,10,-7,-4,1.3,7,96
CCOc1ccccc1Nc1nc2ccccc2n2cnnc12,3,3.4,96,-0.1,4,-21,-12,0.93,21,98
CC(=O)Nc1cccc(-c2nc3ccc(NC(C)=O)cc3s2)c1,-42,2.4,91,-0.1,12,71,66*,1.8,-71,140*
Cc1cc2oc(=O)cc(CN3CCN(Cc4ccccc4)CC3)c2cc1Cl,-3,0.4,100,0.0,5,-8,4,1.5,8,103
O=C(c1ccccc1)N1CCN(C(=O)c2ccc3c(c2)OCCO3)CC1,1,3.4,105,-0.3,-5,-13,-8,0.9,13,100
CCSc1nc2n(n1)C(c1cccc(F)c1)C1=C(CCCC1=O)N2 (configuration not stated),9,2.2,88,-0.2,17,-9,-11,1.1,9,92
CCOC(=O)c1nnc(-c2ccccc2)o1,-1,0.1,104,-0.3,0,-4,-1,1,4,101
O=C(CSc1ccc2nnc(-c3ccccc3)n2n1)N1CCN(c2ccccc2)CC1,2,nt,105,0.0,0,5,nt,nt,-5,98
CCn1ncc(N(C)N)c(Cl)c1=O,-10,1.6,100,-0.1,5,16,-5,1.3,-16,106
O=c1[nH]cn[nH]1,3,-0.4,nt,0.0,nt,6,-1,1.1,-6,97
Nc1ccccc1Nc1cc(-c2ccccc2)[nH]n1,-134,1.4,75,-0.2,31,18,31,4.7*,-18,225*
COC(=O)c1ccc(C2C(C(C)=O)=C(C)Nc3ncnn32)cc1 (configuration not stated),-15,0.1,97,-0.1,8,5,-8,1.5,-5,113
Cc1ccc(N2C(N)=C(C#N)C(c3cccs3)C3=C2CC(C)(C)CC3=O)cc1 (configuration not stated),2,2.4,95,-0.1,6,-6,-4,1.3,6,93
COc1ccc(OCC(=O)N2CCN(C(=O)COc3ccc(Br)cc3)CC2)cc1,-1,2.3,97,-0.2,7,3,-1,1,-3,101
CCOc1ccc(C(Nc2ccc(C)cc2)P2(=O)OCCC(C)O2)cc1 (configuration not stated),-4,2.6,105,-0.4,2,-7,-2,1.4,7,104
O=C(OCCN=C1NS(=O)(=O)c2ccccc21)c1ccccc1,10,2.1,101,-0.5,6,1,-8,1.4,-2,91
COCc1cc(=O)n2c([nH]c3ccccc32)c1C#N,-2,1.6,97,1.4,9,23,18,1.3,-23,102
CCOCC(=O)OCC(=O)Nc1cc(OC)c([N+](=O)[O-])cc1C,2,2.5,98,-0.3,7,8,-3,0.99,-8,100
CCO[C@@H]1OC(C(=O)Nc2ccccc2)=C[C@H](c2ccccc2)[C@H]1CCCO,-6,0.9,nt,-0.3,nt,-17,-4,1.2,17,107
Cc1ccc(S(=O)(=O)N2CCN(C)CC2)c(C)c1,0,2.1,104,-0.2,-5,nt,-11,0.96,nt,98
COCCN1C(=O)N[C@@H](c2ccc(Br)cc2)C(C(=O)OC)=C1C,6,2.8,95,-0.4,4,-31,-9,1.1,31,94
CCC(C)n1ncn(-c2ccc(N3CCN(c4ccc(OC)cc4)CC3)cc2)c1=O (configuration not stated),5,5.3,90,-0.3,11,-1,0,1.4,0,95
Nc1ncc(-c2ccc([N+](=O)[O-])cc2)cn1,-6,0.9,106,0.0,-13,19,4,1.3,-19,106
CC(=O)Nc1ccc(NC(=O)c2ccc(NS(=O)(=O)c3cc(C(C)(C)C)cc(C)c3C)cc2)cc1,2,10*,105,-0.2,-6,27,-7,1.2,-27,98
FC(F)(F)c1ccc(/C=N/N2CCN(Cc3cccc4ccccc34)CC2)cc1,4,1.7,95,0.0,12,3,-8,0.82,-3,97
CC(=O)Oc1oc(-c2ccccc2)nc1C=Nc1ccccc1,-5,-0.5,101,-0.1,3,19,-6,1.3,-19,105
COc1cc(N/N=C(\C)c2ccc(O)c(C)c2)nc(-c2ccccc2)n1,-8,2.1,87,-0.3,20,9,-2,0.62,-9,106
CCCNS(=O)(=O)c1ccc(OCC(=O)NCc2ccc3c(c2)OCO3)cc1,-8,4.8,100,-0.4,4,12,-5,1,-12,108
COC(=O)c1cccc(NC(=O)/C(=C\c2ccccc2)NC(=O)c2ccccc2Cl)c1,-2,6.1,107,0.0,3,-10,-11,0.59,10,102
C/C(=N\NC(=O)C1CC1(c1ccccc1)c1ccccc1)c1cccc([N+](=O)[O-])c1 (configuration not stated),8,3.6,99,-0.1,-1,2,-1,1.2,-2,93
CCCCC(CCC(=O)Nc1nccs1)C(=O)O (configuration not stated),-3,0.5,98,-0.2,3,-5,-9,1.1,5,103
Cc1ccccc1C(=O)NC1CCN(CC(=O)Nc2ccc3c(c2)OCO3)CC1,5,0.5,99,-0.3,7,-6,-3,1.1,6,97
CC1CCCC(C)N1C(=O)COC(=O)c1ccc2c(c1)OCO2 (configuration not stated),-6,0.3,109,0.7,-7,25,-2,1.4,-25,105
Cn1cc(Cl)c(C(=O)NNC(=S)NC2CCCCC2)n1,-11,2.7,94,-0.1,12,10,-2,1.4,-10,110
Cc1ccc(SCCNC(=O)C(CO)(CO)CO)cc1,-2,0.1,108,-0.2,-7,-3,-4,1.1,3,102
Clc1c(CSc2nc3ccccc3o2)nc2sccn12,-29,0.4,90,0.2,16,136*,7,8.1*,-136,127
COC1(OC)N=C(NC(=O)Nc2ccccc2)C2(C#N)C(c3ccccc3)C12C#N (configuration not stated),0,2.9,99,-0.5,7,nt,-7,1.2,nt,100

# Complete entries as entered above. Order of values: STAT1 blocker, RAM network inh, STAT3 activator, Hsp70 activator, STAT3 blocker, APP 5'UTR act, FLuc inh counter, NF-kB neuron act, APP 5UTR inh, STAT1 activator
# `CCO[C@@H]1OC(C(=O)Nc2ccccc2)=C[C@H](c2ccccc2)[C@H]1CCCO` as listed: -6, 0.9, nt, -0.3, nt, -17, -4, 1.2, 17, 107
# `CCCNS(=O)(=O)c1ccc(OCC(=O)NCc2ccc3c(c2)OCO3)cc1` as listed: -8, 4.8, 100, -0.4, 4, 12, -5, 1, -12, 108
# `CCOCC(=O)OCC(=O)Nc1cc(OC)c([N+](=O)[O-])cc1C` as listed: 2, 2.5, 98, -0.3, 7, 8, -3, 0.99, -8, 100

# Further entries
SMILES,STAT1 blocker,RAM network inh,STAT3 activator,Hsp70 activator,STAT3 blocker,APP 5'UTR act,FLuc inh counter,NF-kB neuron act,APP 5UTR inh,STAT1 activator
Cc1ccsc1/C=N/NC(=O)CNC(=O)c1cccc([N+](=O)[O-])c1C,6,4.7,92,-0.2,14,17,3,1.2,-17,96
CCOC(=O)c1ccc(NC(=O)CSCCC(=O)O)cc1,-8,-0.8,106,-0.2,-5,15,-5,1.3,-15,106
CCCCN(CC)CCNC(=O)Cn1cnc2sc(C)c(S(=O)(=O)N3CCOCC3)c2c1=O,6,1.3,106,-0.2,-4,15,-3,1.2,-15,94
O=C(CCCc1nc(-c2ccccc2Cl)no1)NC1CCCCC1,-1,2.4,97,0.2,7,-11,-4,1.1,11,101
O=C(Nc1nccs1)C1CCCN(S(=O)(=O)c2cccnc2)C1 (configuration not stated),-9,0.7,105,-0.1,2,11,-3,1,-10,108
Cc1cc(NC(=O)CCCn2cnc([N+](=O)[O-])n2)no1,0,2.2,101,-0.1,5,16,0,nt,-16,101
Cc1cccc(OCCOCCN2CCNCC2)c1C,-4,1.9,109,-0.3,-7,-8,-4,1.1,8,104
CCn1nc(C)cc1Nc1ccccc1,6,1.7,98,-0.1,4,4,-4,1.2,-4,94
